Rev-erbA mod – modulates human Rev-erb alpha binding to DNA; Rev-erbα–FITC-DNA binding, fluorescence polarization, 90 min; activity, % at 10 µM; actives 0.79% (n = 370,000);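 active means activity above about 14%, limit read from the data; passing the limit was not always enough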;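 further: 0% = DMSO wells with 35 nM protein and 100% = DMSO wells with 750 nM protein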
ADAM17 inh – ADAM17 inhibition, QFRET primary screen; P78536; actives 0.83% (n = 370,000); AID 720648; inhibition, % at 6.95 µM; recombinant ADAM17, EDANS/DABCYL FRET peptide cleavage;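 active means inhibition above the mean of compounds lying between control limits plus 3 SD, set per campaign, cut at about 8.5% in these data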;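 further: 0% = DMSO-only wells as the low control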
SMARCA2 activ – activators of SMARCA2 function. MG213 cells, MMTV-luciferase reporter, dexamethasone, overnight. activation, % at 9.1 µM. actives 1% (n = 370,000). AID 652017; in the data active means activation above about 7.8%;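 further: 0% = vehicle wells and 100% = reference activator wells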
DAX1 inh-1 – DAX1 (NR0B1) inhibition, primary screen; HEK293T StAR-luciferase reporter, SF-1/DAX-1 repression relief; inhibition, % at 6.8 µM; actives 1.1% (n = 370,000); AID 652010;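 active means inhibition above the mean over all tested compounds plus 3 SD, cut at about 3.6% in these data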;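 further: 0% = DAX-1 cells with DMSO and 100% = cells lacking DAX-1 with DMSO; higher inhibition means more luminescence from relief of DAX-1 repression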
hgDAF12 agonist – hgDAF-12 agonism, primary luciferase screen; HEK293 GAL4-hgDAF12 UAS-luciferase reporter, agonist luminescence; normalized to butyrate control; activation, % at 6.8 µM; actives 1.8% (n = 370,000);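 active means activation above a cutoff set at the mean of all screened compounds plus 3 SD, cut at about 10% in these data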;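 further: 0% = DMSO wells and 100% = sodium butyrate wells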
ssDAF-12 act – activators of S. stercoralis DAF-12 nuclear receptor; activation, % at 6.8 µM; AID 652126; HEK293 ssDAF-12/GRIP1 lit1-tk-luc reporter, luminescence; % of 3 µM dafachronic acid response; actives 1% (n = 370,000);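 active means activation above the mean over all tested compounds plus 3 SD, cut at about 0.9% in these data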;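 further: 0% = DMSO-only wells and 100% = 3 µM delta7-dafachronic acid wells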
MBD2 inh – blocks human MBD2 binding to methylated DNA | TR-FRET, MBD2 binding to methylated oligonucleotide | actives 0.31% (n = 370,000) | AID 686964 | inhibition, % at 4.4 µM; in the data active means inhibition above about 13%
PLCg1 inh – blocks human PLC-gamma1 enzyme activity; purified PLC-gamma1, fluorogenic substrate, fluorescence; inhibition, % at 12.2 µM; actives 0.84% (n = 370,000); AID 720700; in the data active means inhibition above about 9.5%
hcDAF12 agonist – activates DAF-12 receptor from parasite H. contortus | HEK293 hcDAF-12 lit1-tk-luc reporter, luminescence; 0% DMSO, 100% Δ7-dafachronic acid | activation, % at 6.8 µM | actives 1.4% (n = 370,000) | AID 652067;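 active means activation above the mean of all tested compounds plus 3 SD, cut at about 5.5% in these data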;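 further: 100% = response to 3 µM Δ7-dafachronic acid high control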
PLC-beta3 inh – inhibitors of human phospholipase C beta3; inhibition, % at 12.2 µM; Purified PLC-beta3, fluorogenic substrate, fluorescence; Q01970; actives 0.18% (n = 370,000); in the data active means inhibition above about 11%;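 further: 0% = median of compound wells on plate and 100% = full blocker control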
Target sequence (Q01970 whole entry, looked up): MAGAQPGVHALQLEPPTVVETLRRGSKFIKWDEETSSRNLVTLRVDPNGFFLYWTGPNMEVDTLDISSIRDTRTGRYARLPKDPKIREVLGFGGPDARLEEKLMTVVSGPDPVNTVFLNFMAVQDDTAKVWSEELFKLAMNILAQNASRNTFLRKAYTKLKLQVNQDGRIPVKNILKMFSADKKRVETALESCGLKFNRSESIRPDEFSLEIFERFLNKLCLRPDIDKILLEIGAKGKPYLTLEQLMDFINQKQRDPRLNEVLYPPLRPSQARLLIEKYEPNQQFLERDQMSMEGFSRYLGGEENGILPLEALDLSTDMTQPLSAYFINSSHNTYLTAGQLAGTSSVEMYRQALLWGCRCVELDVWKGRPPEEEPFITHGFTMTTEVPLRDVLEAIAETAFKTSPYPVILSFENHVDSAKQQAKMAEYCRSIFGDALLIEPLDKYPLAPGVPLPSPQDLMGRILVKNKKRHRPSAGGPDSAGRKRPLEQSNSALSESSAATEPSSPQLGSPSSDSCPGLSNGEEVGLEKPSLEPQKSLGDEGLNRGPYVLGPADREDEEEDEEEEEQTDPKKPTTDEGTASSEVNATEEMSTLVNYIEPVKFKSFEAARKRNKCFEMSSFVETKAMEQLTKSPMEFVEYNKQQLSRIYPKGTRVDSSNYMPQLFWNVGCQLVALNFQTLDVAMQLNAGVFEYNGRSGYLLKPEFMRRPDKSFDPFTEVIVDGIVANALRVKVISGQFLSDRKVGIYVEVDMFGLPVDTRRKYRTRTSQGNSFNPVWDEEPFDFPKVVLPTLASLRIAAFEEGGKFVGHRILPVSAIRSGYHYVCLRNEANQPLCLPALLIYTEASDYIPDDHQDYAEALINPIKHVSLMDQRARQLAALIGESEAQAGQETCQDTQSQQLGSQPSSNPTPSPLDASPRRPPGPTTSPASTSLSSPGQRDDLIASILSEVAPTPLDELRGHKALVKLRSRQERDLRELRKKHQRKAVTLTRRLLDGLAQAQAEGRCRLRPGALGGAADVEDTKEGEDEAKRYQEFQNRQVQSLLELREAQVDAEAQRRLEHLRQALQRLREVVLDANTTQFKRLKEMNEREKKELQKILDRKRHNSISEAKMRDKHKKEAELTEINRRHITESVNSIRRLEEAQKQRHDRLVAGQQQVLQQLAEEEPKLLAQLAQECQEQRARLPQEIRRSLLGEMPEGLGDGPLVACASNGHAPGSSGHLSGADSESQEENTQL
DAX1 inh-2 – inhibits human nuclear receptor DAX1 | HEK293 Gal4-DAX1 luciferase reporter, luminescence | inhibition, % at 6.75 µM | actives 0.99% (n = 340,000) | AID 504766;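 active means inhibition above the mean over all tested compounds plus 3 SD, cut at about 4.2% in these data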;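 further: 0% = DAX1-transfected cells with DMSO and 100% = empty-vector control cells with DMSO; inhibition shows as a rise in luminescence from relieved DAX1 repression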
Starred values were filed as active, the others as inactive; nt = not tested or not shown.

Sample of the layout:
Each structure is followed by: Rev-erbA mod	ADAM17 inh	SMARCA2 activ	DAX1 inh-1	hgDAF12 agonist	ssDAF-12 act	MBD2 inh	PLCg1 inh	hcDAF12 agonist	PLC-beta3 inh	DAX1 inh-2
> COc1ccc(N=C2NC(=O)C(CC(=O)NCCc3ccc(OC)c(OC)c3)S2)cc1 (stereo not given)
 : -2	0	-4	-0.8	0.5	-1.0	-3	0	-1.9	3	0.4
> Clc1ccccc1OCc1nc(-c2ccncc2)no1
 : 3	-3	2	1.8	5.3	-0.3	4	0	3.6	-1	0.6
> CC(=O)CSc1nnc(-c2ccc(S(=O)(=O)N3CCCC3)cc2)n1C
 : -1	-7	-1	-0.1	-0.4	-0.6	-8	-2	1.4	-8	0.9
> COc1cccc(NC(=O)Cc2c(O)c3ccccc3[nH]c2=O)c1
 : 1	-6	-2	0.8	0.3	-0.4	4	-3	3.8	-2	0.6
> NC(=S)NNc1ccnc2cc(Cl)ccc12
 : 0	-2	0	-1.0	4.2	-1.5	-6	-3	-1.6	-3	-0.1
> Cc1cccc(N2CCN(Cc3ccc(Br)o3)CC2)c1C
 : -3	3	-1	0.4	-2.0	-1.7	-6	1	0.2	-4	0.3
> COCC1=C(C(=O)OC)C(c2ccco2)n2ncnc2N1 (stereo not given)
 : -1	-5	2	0.1	-0.4	-1.8	-4	1	-0.7	5	nt
> O=C(NC1CCCCC1)C1c2ccccc2OCC(=O)N1CCc1c[nH]c2ccccc12 (stereo not given)
 : -4	2	1	0.7	0.0	-0.7	-4	-1	0.1	4	nt
> CC(OC(=O)c1cccs1)C(=O)NCCc1ccccc1 (stereo not given)
 : -8	-8	-2	-0.1	1.9	-0.5	-2	-2	-0.9	-7	0.3

Main list, from the start:
Each structure is followed by: Rev-erbA mod	ADAM17 inh	SMARCA2 activ	DAX1 inh-1	hgDAF12 agonist	ssDAF-12 act	MBD2 inh	PLCg1 inh	hcDAF12 agonist	PLC-beta3 inh	DAX1 inh-2
> COc1ccc(N=C2NC(=O)C(CC(=O)NCCc3ccc(OC)c(OC)c3)S2)cc1 (stereo not given)
 : -2	0	-4	-0.8	0.5	-1.0	-3	0	-1.9	3	0.4
> Clc1ccccc1OCc1nc(-c2ccncc2)no1
 : 3	-3	2	1.8	5.3	-0.3	4	0	3.6	-1	0.6
> CC(=O)CSc1nnc(-c2ccc(S(=O)(=O)N3CCCC3)cc2)n1C
 : -1	-7	-1	-0.1	-0.4	-0.6	-8	-2	1.4	-8	0.9
> COc1cccc(NC(=O)Cc2c(O)c3ccccc3[nH]c2=O)c1
 : 1	-6	-2	0.8	0.3	-0.4	4	-3	3.8	-2	0.6
> NC(=S)NNc1ccnc2cc(Cl)ccc12
 : 0	-2	0	-1.0	4.2	-1.5	-6	-3	-1.6	-3	-0.1
> Cc1cccc(N2CCN(Cc3ccc(Br)o3)CC2)c1C
 : -3	3	-1	0.4	-2.0	-1.7	-6	1	0.2	-4	0.3
> COCC1=C(C(=O)OC)C(c2ccco2)n2ncnc2N1 (stereo not given)
 : -1	-5	2	0.1	-0.4	-1.8	-4	1	-0.7	5	nt
> O=C(NC1CCCCC1)C1c2ccccc2OCC(=O)N1CCc1c[nH]c2ccccc12 (stereo not given)
 : -4	2	1	0.7	0.0	-0.7	-4	-1	0.1	4	nt
> CC(OC(=O)c1cccs1)C(=O)NCCc1ccccc1 (stereo not given)
 : -8	-8	-2	-0.1	1.9	-0.5	-2	-2	-0.9	-7	0.3
> CC1CCN(C(=O)CCc2nc3cc(S(=O)(=O)N(C)C)ccc3n2C)CC1
 : -4	2	4	-0.7	1.6	-1.3	1	7	-1.3	6	0.9
> CCOC(=O)C1=C[C@@H](C(C)(C)C)N(S(=O)(=O)c2ccc([N+](=O)[O-])cc2)[C@H]1c1cccc(Cl)c1
 : 6	-4	4	-0.6	-0.8	-0.8	0	2	-1.9	4	nt
> O=C1NC[C@H](CCCCN2CCN(CC3CCCCC3)C(=O)C2=O)N(Cc2ccccc2)C1=O
 : -2	-2	-3	-0.9	0.4	-0.8	-3	2	-1.5	2	nt
> CCCCn1c(N)c(N(CCOC)C(=O)c2cccc(S(=O)(=O)N(C)c3ccccc3)c2)c(=O)[nH]c1=O
 : 6	-3	1	-0.1	-1.9	-1.4	-2	3	-1.6	0	0.9
> CCc1ccccc1NC(=O)CCCN1C(=O)c2cccnc2C1=O
 : 1	-3	-3	0.3	2.9	-1.0	-4	5	-1.1	-2	0.1
> CC(C)NC(=O)C1(C)CCN1Cc1cccc(Cl)c1 (stereo not given)
 : -3	-1	8	0.3	0.5	-1.0	-1	1	-2.8	-5	nt
> O=C(CCNC(=O)c1ccc(Br)cc1)NNC(=O)c1ccccc1O
 : -2	-28	-3	-1.1	-0.6	-0.6	2	-27	0.2	-24	-1.1
> COc1cc(C(=O)OCCN2CCOCC2)ccc1O
 : -1	-2	-1	-0.4	-0.9	-1.0	3	3	-1.6	3	0.8
> OC1(c2cccc(C(F)(F)F)c2)CCN(Cc2nnnn2Cc2ccccc2)CC1
 : -6	1	-1	-0.5	-1.6	-2.2	2	-1	-3.2	-3	-0.8
> CCOc1ccc2c(c1)nc(C)n2C
 : 1	-2	-1	0.4	0.1	-0.7	-5	9	0.4	2	nt
> COCC1CCN(Cc2cn[nH]c2-c2ccc(OC)c(F)c2)C1 (stereo not given)
 : -7	0	1	0.5	-0.8	-0.9	-1	4	-1.5	-1	0.0
> O=C(NN1CCOCC1)c1cc(-c2ccc(Br)cc2)nc2ccccc12
 : 1	-2	-2	0.1	-0.7	-0.5	-2	2	3.0	3	-0.7
> CCC(=O)Nc1ccc(Br)cn1
 : -1	3	-2	-0.3	-2.1	-0.8	-2	8	-1.0	3	-0.1
> CN(C)CCCNc1nc2cc(-c3ccsc3)sc2c(=O)n1C
 : -1	-11	4	2.3	1.1	-1.2	-2	-3	-1.9	-2	nt
> CCC(CO)Oc1cc(NCc2ccc(C(=O)O)cc2)c2ncn(C(C)C)c2c1 (stereo not given)
 : 0	-3	2	-0.1	0.5	-0.9	-3	-2	-0.6	-5	2.5
> NC(=O)c1ccc(NC(=O)CCCN2C(=O)NC3(CCCC3)C2=O)cc1
 : 2	-8	0	0.1	0.6	-1.0	4	3	0.6	-4	0.7
> O=C(CN(Cc1ccc(Br)cc1)S(=O)(=O)c1ccccc1)NCc1cccnc1
 : -7	-2	1	-1.6	-2.7	-1.2	-3	0	-3.4	-7	1.1
> Cc1cc(C)cc(NC(=O)C2C3C=CC4(O3)C2C(=O)N(CCCN(C)C)C4C(=O)NC2CCCC(C)C2C)c1 (stereo not given)
 : 0	-2	0	0.4	2.3	-1.2	1	1	-1.0	0	0.4
> CN(C(=O)c1ccccc1OCC(=O)Nc1ccc(Br)cc1)c1ccccc1
 : -1	3	-5	-1.5	3.8	1.0*	-1	0	-2.8	-3	nt
> Cc1ccccc1OCCCC(=O)Nc1ccccc1C(F)(F)F
 : 4	-1	-3	-0.8	-0.4	-0.8	-3	0	-0.2	-1	-0.3
> COc1ccc(-c2noc(CN(C(=O)c3c(-c4ccccc4Cl)noc3C)C(C)C)n2)cc1
 : 0	2	0	-1.2	-0.7	-1.0	0	2	-2.1	4	-1.1
> CCOC(=O)c1c(S(=O)(=O)Nc2ccccn2)c(C)n(C)c1C
 : 0	-6	0	-0.2	0.6	-1.1	-1	3	-1.6	-5	0.4
> O=C(/C=C(\Nc1ccc(Cl)c(Cl)c1)c1ccccc1)c1ccccc1
 : 2	-6	1	-0.1	-0.3	-0.8	0	2	2.0	1	nt
> O=C(c1cc(=O)[nH]c2ccccc12)N1CCN(c2cccc(C(F)(F)F)c2)CC1
 : -2	-1	0	-0.2	-0.2	-1.6	2	-1	-1.6	0	0.5
> CC(C)(O)C#Cc1ccc(CNC[C@H]2O[C@@H](n3cnc4c(N)ncnc43)[C@H](O)[C@@H]2O)s1
 : -1	-4	-2	-0.8	-0.2	-1.4	-1	0	-1.1	-1	0.1
> N#Cc1ccc(S(=O)(=O)N2CCN(C(=O)C3CC(=O)N(c4ccc5c(c4)OCCO5)C3)CC2)cc1 (stereo not given)
 : -4	1	-1	-2.2	-2.2	-0.6	-1	3	-0.1	-3	-1.6
> Nc1nnn(CC(=O)N/N=C/C=C/c2ccccc2)n1
 : 2	-1	3	0.5	2.2	-1.4	-3	-1	0.7	-8	0.8
> Cc1cnc(C(=O)OCC(=O)Nc2cccc(C)c2C)cn1
 : 1	1	3	-1.1	-2.3	-1.0	-4	0	-1.0	-5	2.2
> COc1ccc(C2CC(=O)c3cnc(NC(=O)c4cc(OC)cc(OC)c4)nc3C2)cc1 (stereo not given)
 : 5	1	1	-0.6	-0.3	-1.4	1	5	-3.6	4	-0.4
> O=C(CCC1COc2ccccc2O1)NC1CCCCC1 (stereo not given)
 : -4	-1	1	-0.1	-1.5	-0.1	2	2	0.3	2	-0.6
> O=C(COc1ccccc1)NCc1ccco1
 : -10	1	-1	-0.5	-1.5	-1.2	6	4	-1.3	0	0.2
> CC1CN(C(=O)CCC(=O)NCCCc2ccccc2)c2ccccc2O1 (stereo not given)
 : 7	-2	-1	1.4	-1.0	-1.0	4	0	-0.9	0	2.4
> Cc1nc(S(=O)(=O)c2cccc(Cl)c2)nc2c1CCC2
 : 3	-4	-2	-0.3	1.0	-1.3	0	3	-0.1	-1	0.2
> COc1cc(OC)c(C(=S)N2CCCC2)cc1OC
 : -2	0	-1	-0.1	-1.3	0.3	-1	-2	-0.9	-4	1.5
> O=[N+]([O-])c1cc(-c2cnc3ccccc3n2)ccc1Oc1ccc(F)cc1
 : 3	-2	6	0.8	4.6	-1.1	9	-1	0.7	-2	0.2
> Cc1ccc(C(=O)NCCCNc2ccccc2[N+](=O)[O-])cc1
 : 12	1	3	-0.3	1.9	-1.4	-7	3	-2.4	3	-0.7
> CCC(C)(C)NC(=O)C(c1ccc(OC)cc1)N(Cc1ccc(OC)cc1)C(=O)CCC(=O)Nc1cc(C)on1 (stereo not given)
 : 1	-2	1	-0.2	0.4	-0.7	8	0	-1.9	-8	-0.1
> O=C(OCC(=O)N1CCCC1)c1cc(Cl)ccc1Cl
 : 3	-2	-4	0.3	-1.6	-1.2	0	1	-1.6	-6	2.2
> CCSCc1nnc(SCC(=O)Nc2nc(C)cs2)n1C
 : 0	-2	-3	-0.3	3.5	0.0	-1	0	-1.7	-6	nt
> Cc1cc(C)c2nc(-c3ccncc3)cc(C(=O)N3CCN(Cc4ccccc4Cl)CC3)c2c1
 : 8	-61	-4	1.1	-1.1	-1.1	2	-9	-1.5	-24	1.2
> COc1ccc(CNCc2ccc3ccccc3c2)c(OC)c1
 : 2	-3	-2	-0.3	-2.8	-1.6	1	2	-2.8	-2	-0.9
> COc1ccc(-n2c(SCC(=O)Nc3ccc(C(=O)O)cc3)nnc2-c2ccccc2)cc1OC
 : -4	-4	-4	0.0	-2.0	-1.0	1	3	-2.5	-5	0.3
> O=C(CSc1cn(CCNC(=O)c2cccs2)c2ccccc12)NCC1CCCO1 (stereo not given)
 : 2	2	-1	-0.9	0.4	-1.5	1	1	-0.9	8	-0.7

Source: PubChem (several laboratories)
